SIRT5 block = blocks human SIRT5 desuccinylation of peptide; Q9NXA8; 330,000 compounds, 1.1% hits; inhibition, % at 15 µM; Purified SirT5, succinyl-peptide AMC, trypsin-coupled fluorescence; in the data active = inhibition above about 15%; inconclusive = no clear call, values can overlap the other calls
Target sequence (Q9NXA8 whole entry, looked up): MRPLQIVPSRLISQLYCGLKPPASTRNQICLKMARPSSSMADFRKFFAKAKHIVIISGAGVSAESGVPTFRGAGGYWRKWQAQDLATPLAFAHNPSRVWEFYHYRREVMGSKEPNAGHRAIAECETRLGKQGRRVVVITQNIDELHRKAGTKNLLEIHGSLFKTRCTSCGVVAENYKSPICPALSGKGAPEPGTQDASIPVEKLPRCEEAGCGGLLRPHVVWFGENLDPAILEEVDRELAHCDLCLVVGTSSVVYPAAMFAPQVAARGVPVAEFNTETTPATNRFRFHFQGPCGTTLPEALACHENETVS
ERp5 block = blocks human ERp5 reductase activity on insulin; Q15084; ERp5 insulin aggregation, absorbance 650 nm, 90 min; inhibition, % at 9.99 µM; 350,000 compounds, 0.05% hits; AID 651711;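 active = mean replicate inhibition above about 25%, with every replicate also reaching it, limit read from the data, passing the limit was not always enough; inconclusive = only one of those two criteria met; inactive = neither criterion met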
Target sequence (Q15084 whole entry, looked up): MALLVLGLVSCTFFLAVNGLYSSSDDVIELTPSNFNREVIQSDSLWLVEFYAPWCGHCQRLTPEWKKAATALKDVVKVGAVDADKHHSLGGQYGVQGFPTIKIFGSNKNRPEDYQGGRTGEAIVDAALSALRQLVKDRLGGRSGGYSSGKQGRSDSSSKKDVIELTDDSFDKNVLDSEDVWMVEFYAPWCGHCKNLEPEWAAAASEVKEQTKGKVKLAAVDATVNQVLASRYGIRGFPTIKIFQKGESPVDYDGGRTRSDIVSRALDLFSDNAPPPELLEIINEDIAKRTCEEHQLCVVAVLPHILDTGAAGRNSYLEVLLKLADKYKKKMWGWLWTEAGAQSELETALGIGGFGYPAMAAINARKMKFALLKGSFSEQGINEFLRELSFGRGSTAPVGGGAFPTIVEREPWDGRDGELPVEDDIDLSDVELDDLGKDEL
The depositor's hits bear a star; ? = inconclusive; & = joins results of further samples.

Below each SMILES – SIRT5 block | ERp5 block
> COc1ccc(OC)c(/C=C/c2ccc3cccc(O)c3n2)c1
 : -2 | 2
> O=C(c1ccncc1)N1CC(=O)N2[C@H](CO)[C@@H](c3ccc(-c4cccnc4)cc3)[C@@H]2C1
 : -4 | -3
> Cc1ccccc1S(=O)(=O)N1CC(=O)N2[C@@H](CO)[C@@H](c3ccc(C#CC4CC4)cc3)[C@@H]2C1
 : 5 | -1
> O=C(Nc1ccc(F)cc1)N1CC(=O)N2[C@H](C1)[C@@H](c1ccc(-c3ccccc3)cc1)[C@@H]2CO
 : 6 | 0
> O=S(=O)(Nc1cccc(-c2cn3c(n2)SCC3)c1)c1cccs1
 : -2 | -3
> O=C(c1cccc(F)c1)N1CC[C@H]2[C@H](CO)Nc3ccc(C#Cc4cccc(F)c4)cc3[C@H]21
 : 14 | -4
> COC(=O)C1=C/CCCN(C(c2ccccc2)c2ccccc2)/C=C\1C(=O)OC
 : 2 | -2
> COc1ccccc1NC(=O)Nc1ccc2c(c1)OC[C@H](C)NC[C@H](C)[C@@H](OC)CN(C)C2=O
 : 6 | 7
> COc1ccccc1S(=O)(=O)N1C[C@@H]2N[C@H](C1)C2c1ccc(-c2cccc(F)c2)cc1 (stereo partly drawn)
 : 1&-2 | ?
> CC(C)CC#Cc1ccc([C@H]2[C@@H](CO)N3C(=O)CN(C(=O)c4cccc(F)c4)C[C@@H]23)cc1
 : 10 | 2
> O=C(NC[C@H]1CC[C@@H]2[C@@H](CN2Cc2ccccc2F)O1)C1CC1
 : -11 | 2
> O=C1CN(S(=O)(=O)c2ccccc2)C[C@H]2[C@@H](c3ccc(C4=CCCC4)cc3)[C@@H](CO)N12
 : 2 | 7
> Cc1ccc(Cn2c(=N)n(CC(=O)c3ccccc3)c3ccccc32)cc1
 : -1 | -2
> C/C=C/c1ccc([C@@H]2[C@H](CO)N(C(=O)CC)C23CN(CCC(F)(F)F)C3)cc1
 : 1 | 9
> COc1cccc(/C=N/NC(=O)CNC(=O)C2COc3ccccc3O2)c1O (stereo not drawn)
 : -4 | -6
> CCNc1nc(=S)nc(NCc2ccccc2)[nH]1
 : -3 | -1
> CCS(=O)(=O)NCC[C@H]1CC[C@H](NC(=O)C2CC2)[C@@H](CO)O1
 : 5 | 3
> CCN(/N=C/c1ccc(Cl)cc1)c1cc(=O)n(C)c(=O)[nH]1
 : 0 | 0
> COc1ccc2c3c([nH]c2c1)[C@@H](CO)N(C(=O)NC(C)C)CC31CN(C(=O)c2cccnc2)C1
 : 2 | -6
> CCCC#Cc1ccc([C@H]2[C@@H](CO)N3C(=O)CN(S(=O)(=O)Cc4ccccc4)C[C@@H]23)cc1
 : 3 | -19

Six of the entries above in order of the ERp5 block value, highest first.
Below each SMILES – SIRT5 block | ERp5 block
> O=C1CN(S(=O)(=O)c2ccccc2)C[C@H]2[C@@H](c3ccc(C4=CCCC4)cc3)[C@@H](CO)N12
 : 2 | 7
> O=C(NC[C@H]1CC[C@@H]2[C@@H](CN2Cc2ccccc2F)O1)C1CC1
 : -11 | 2
> CCN(/N=C/c1ccc(Cl)cc1)c1cc(=O)n(C)c(=O)[nH]1
 : 0 | 0
> Cc1ccc(Cn2c(=N)n(CC(=O)c3ccccc3)c3ccccc32)cc1
 : -1 | -2
> O=C(c1ccncc1)N1CC(=O)N2[C@H](CO)[C@@H](c3ccc(-c4cccnc4)cc3)[C@@H]2C1
 : -4 | -3
> CCCC#Cc1ccc([C@H]2[C@@H](CO)N3C(=O)CN(S(=O)(=O)Cc4ccccc4)C[C@@H]23)cc1
 : 3 | -19

Additional results:
Below each SMILES – SIRT5 block | ERp5 block
> CS(=O)(=O)Nc1nnc(SCC(=O)Nc2cccc([N+](=O)[O-])c2)s1
 : -5 | 3
> S=c1[nH]nc(COc2ccc(Cl)cc2)n1Cc1ccccc1
 : -3 | 0
> CC(C)c1ccccc1NC(=S)NC1CCCCC1
 : 5 | -8
> COc1ccc(-c2ccc3n(c2=O)C[C@H]2[C@H](CO)[C@@H](C(=O)NCCN4CCCCC4)N(C)[C@@H]32)cc1
 : -28 | -2
> CCOCCCNC(=S)NCCCNc1nc2ccc(C)cc2cc1C#N
 : -2 | -2
> COC(=O)[C@]12CCCCC=C1N(Cc1cccc3ccccc13)C(=O)[C@H](CC(=O)N1CCOCC1)C2
 : 5 | 0
> Cc1ccc(Cn2cc(CN3CC(N4CCN(CCO)CC4)CS3(=O)=O)nn2)cc1 (stereo not drawn)
 : -7 | -2
> CN(CCc1ccccc1)C(c1ccnc2ccccc12)c1nnnn1-c1ccc2c(c1)OCCO2 (stereo not drawn)
 : -3 | -3
> CCOC(=O)[C@]12CCC=C1N(Cc1ccc(Cl)cc1Cl)C(=O)[C@H](CC(=O)N1CCCCC1)C2
 : 2 | 0
> COCC#Cc1ccc([C@@H]2[C@H](CO)N3C(=O)CN(C(=O)c4cccnc4)C[C@@H]23)cc1
 : 12 | 4
> O=C(c1cccnc1)N1CC2(C1)[C@H](c1ccccc1)[C@@H](CO)N2C(=O)CC1CC1
 : 0 | -2
> CCOC(=O)N1CCc2c(sc(N)c2C#N)C1
 : 1 | 8
> C/C=C/c1ccc([C@H]2[C@@H](CO)N(S(C)(=O)=O)[C@H]2CN(CCC)C(C)=O)cc1
 : 3 | -3
> Nc1[nH]c(C(=O)c2ccccc2)c(-c2ccccc2Cl)c1C(=O)NCCc1c[nH]c2ccccc12
 : 0 | -6
> CC(C)C(=O)Nc1ccc(C(=O)N/N=C/c2cc(Br)cc(Br)c2O)cc1
 : 5 | -1
> C[C@@H]1CCCCO[C@H](CN(C)C(=O)Nc2ccccc2)[C@@H](C)CN([C@H](C)CO)C(=O)c2cc(NC(=O)Nc3ccc(C(F)(F)F)cc3)ccc2O1
 : 1 | 1
> CC(C)CC1NC(=O)c2ccccc2-n2c1nc1cc(F)ccc1c2=O (stereo not drawn)
 : -4 | -3
> CO/N=C(\N)c1ccc([N+](=O)[O-])cc1
 : -3 | 3
> CC(C)c1onc(C(=O)Nc2sc3c(c2C#N)CCC3)c1[N+](=O)[O-]
 : 1 | 5
> COc1ccc2c3c(n(C)c2c1)[C@@H](CO)N(C(=O)c1ccc(F)cc1)CC31CCN(C)CC1
 : 1 | -2
> CN(C)CCN1CCN(C2CN(Cc3cn(Cc4ccc(F)cc4)nn3)S(=O)(=O)C2)CC1 (stereo not drawn)
 : -4 | -2
> COC(=O)N1C[C@H](OCc2ccccc2)[C@H]2C[C@@H]1c1ccccc1O2
 : 0 | -8
> O=C(C[C@H]1C=C[C@H](NC(=O)Nc2ccccc2F)[C@H](CO)O1)NCc1ccccc1
 : -4 | 2
> Cc1ccc2sc(-c3ccc(NC(=O)CCN4C(=O)c5ccccc5C4=O)cc3)nc2c1
 : 2 | -3
> C[C@@H]1ON(C)[C@H]2C[C@H]3c4[nH]c5c(-c6cccc(F)c6)cccc5c4CCN3C(=O)[C@@H]12
 : -6 | -1
> N#C[C@H]1[C@H](c2ccccc2-c2ccccc2F)[C@H](CO)N1C(=O)C1CC1
 : 3 | 0
> O=C(NCc1ccccn1)[C@@H]1[C@@H](CO)[C@@H]2Cn3c(cccc3=O)[C@H]1N2CC1CCCC1
 : 0 | 11
> COc1ccc2c3c([nH]c2c1)[C@@H](CO)N(C(C)=O)CC31CCN(C(=O)Nc2ccccc2F)CC1
 : 9 | 1
> CS(=O)(=O)N[C@@H]1C[C@@H]2O[C@@H](CO)CC[C@@H]2O[C@@H]1CCc1ccc(/C=C/c2ccccc2)cc1
 : -6 | 8
> C/C=C/c1ccc2c(c1)[C@H]1[C@H](CCN1S(=O)(=O)c1cn(C)cn1)[C@H](CO)N2
 : 0 | -4
> CC(=O)N1[C@H](CO)[C@H](c2ccc(-c3ccccc3F)cc2)[C@@H]1CNC(C)C
 : -1 | 0
> CCCN1[C@H](CO)[C@H](c2ccc(C3=CCCCC3)cc2)[C@@H]1CNC(=O)COC
 : 1 | 2
> CCn1c2ccccc2c2cc(CNCc3ccc(OC)cc3OC)ccc21
 : 0 | 3
> CC(C)=CCC[C@H](C)C[C@@H]1CC2=C(C(=O)OC(C)(C)O2)[C@@H](c2ccc(F)cc2)O1
 : 2 | -6
> Cc1ccc(CC(=O)Nc2cccnc2)cc1
 : -38 | -2
> O=C(C1CCC1)N1CC2(C1)[C@H](c1ccccc1)[C@@H](CO)N2Cc1ccc(Cl)cc1
 : 4 | 2
> O=C(CN1CCOCC1)N1CC(=O)N2[C@H](CO)[C@H](c3ccc(-c4cccc(F)c4)cc3)[C@@H]2C1
 : -3 | 4
> CCCNC(=O)N1CC2(CCN(CC3CCCC3)CC2)c2c(n(C)c3cc(OC)ccc23)[C@H]1CO
 : 2 | -7
> CCc1ccc(OC2=NS(=O)(=O)c3ccccc32)cc1
 : -2 | 8
> COc1cccc(CNC(=O)[C@@H]2CCCN2C(=O)[C@H]2CCCCN2)c1
 : 1 | -3

Some values from the list.
O=C(c1ccncc1)N1CC(=O)N2[C@H](CO)[C@@H](c3ccc(-c4cccnc4)cc3)[C@@H]2C1 | ERp5 block: -3
CC(=O)N1[C@H](CO)[C@H](c2ccc(-c3ccccc3F)cc2)[C@@H]1CNC(C)C | ERp5 block: 0
O=C1CN(S(=O)(=O)c2ccccc2)C[C@H]2[C@@H](c3ccc(C4=CCCC4)cc3)[C@@H](CO)N12 | SIRT5 block: 2

Next part.
compound,SIRT5 block,ERp5 block
C[C@@H]1ON(C)[C@H]2C[C@H]3c4[nH]c5c(-c6ccc(C(F)(F)F)cc6)cccc5c4CCN3C(=O)[C@@H]12,6,4
NC1=NC(c2cn[nH]c2-c2ccc(F)cc2)n2c(nc3ccccc32)N1 (stereo not drawn),8,-2
CS(=O)(=O)N1CC(=O)N2[C@H](CO)[C@H](c3ccc(C#Cc4cccc(F)c4)cc3)[C@@H]2C1,-8,3
C[C@H](CO)N1C[C@H](C)[C@H](CN(C)C)Oc2ccc(NC(=O)CCCCCC(=O)Nc3ccccc3N)cc2C1=O,5,8
CN(Cc1cn(Cc2ccccc2)nn1)C1CN(Cc2cn(Cc3ccccc3)nn2)S(=O)(=O)C1 (stereo not drawn),-1,-5
Cc1ccc(N(CCC(=O)Nc2nnc(C3CC3)s2)S(=O)(=O)c2ccccc2)cc1,0,-2
Cc1ccnc(N=Cc2nc(-c3ccccc3Br)oc2O)c1,-2,-3
O=c1c2ccccc2c(C=Nc2ccc(S(=O)(=O)Nc3ncccn3)cc2)c(O)n1-c1cccc(Cl)c1,1,0
O=C(c1ccccn1)N1CC2(C1)[C@@H](c1ccccc1)[C@@H](CO)N2Cc1ccc(F)cc1,12,0
Cc1nc(N/N=C/c2ccccn2)sc1C,-2,-5
COc1ccccc1-c1ccccc1[C@@H]1[C@@H](C#N)N(C(=O)C2CC2)[C@H]1CO,0,0
COc1ccccc1Cc1c(-c2ccccc2)nc2c3ccccc3ccn12,-8,-6
COc1ccccc1-c1ccccc1[C@H]1[C@@H](C#N)N(C(=O)C2CC2)[C@H]1CO,1,5
CCOC(=O)C1(CC2CC2)CCN(Cc2cn[nH]c2-c2cccc(F)c2)CC1,17*,-1
CCC(=O)N1CC(=O)N2[C@@H](CO)[C@@H](c3ccc(-c4ccccc4F)cc3)[C@@H]2C1,-1,-5
COc1ccc2c3c([nH]c2c1)[C@@H](CO)N(C(=O)c1cccnc1)CC31CN(Cc2ccccc2)C1,1,9
COc1ccc(-c2ccccc2[C@@H]2[C@@H](C#N)N(C(=O)C3CCOCC3)[C@H]2CO)cc1,2,-5
COc1ccccc1C(=O)Nc1ccc(OCc2nnc3c4ccccc4c(C)nn23)cc1,-2,1
C[C@H](CO)N1C[C@H](C)[C@@H](CN(C)Cc2ccc(C(=O)Nc3ccccc3N)cc2)Oc2ccc(NC(=O)CCN3CCOCC3)cc2C1=O,1,0
CCCC#Cc1ccc([C@H]2[C@@H](CO)N3C(=O)CN(S(=O)(=O)c4ccccc4C)C[C@H]23)cc1,0,-2
COc1ccc([N+](=O)[O-])cc1NC(=O)c1ccc(CN(c2ccc(C)c(C)c2)S(C)(=O)=O)cc1,-7,1
COCC(=O)N1[C@@H](CO)[C@@H](c2ccccc2)C12CN(C(=O)c1ccccc1)C2,5,1
CN1c2ccc(-c3cccc(C#N)c3)cc2[C@@H]2[C@@H](CCN2C(=O)C2CC2)[C@@H]1CO,2,-4
O=C(C1CCCCC1)N1CC2(C1)[C@H](c1ccccc1)[C@H](CO)N2C(=O)c1cccnc1,-1,-3
COc1ccc(CN(C)C[C@H]2Oc3ccc(NS(=O)(=O)c4ccc(F)cc4)cc3CC(=O)N([C@H](C)CO)C[C@@H]2C)cc1,5,-1
O=C(Nc1ccccc1)N1C[C@@H]2N[C@H](C1)C2c1ccc(-c2ccccc2F)cc1 (stereo partly drawn),-2&-9,3&1
COCC(=O)N1[C@@H](CO)[C@H](c2ccccc2)C12CN(C(=O)NC1CCCC1)C2,-1,-1
C=CCNC(=O)/C(C#N)=C/c1ccccc1OCc1ccc(C(=O)OC)cc1,5,-3
O=C1CN(Cc2ccccc2)C[C@H]2[C@H](c3ccc(-c4ccccc4)cc3)[C@@H](CO)N12,-3,2
Cc1ccccc1NC(=O)c1cn(-c2ccccc2)nc1-c1ccccc1,-4,-3
CC(C)C[C@H]1CNC(=O)C(=O)N1C[C@H]1CCCN1C[C@H](CC(C)C)N1C[C@H](CC(C)C)N(CCc2ccccc2)C(=O)C1=O,2,0
CCOc1ccc(C(=O)NNC(=O)c2cc(C)oc2C)cc1,-2,3
N#C[C@@H]1[C@@H](c2ccccc2C2=CCCCC2)[C@@H](CO)N1C(=O)c1cccc(F)c1,1,0
C/C=C/c1ccc([C@H]2[C@@H](CO)N3C(=O)CN(C(=O)Nc4ccc(F)cc4)C[C@H]23)cc1,-2,-4
COc1ccc(CC(NC(C)=O)C(=O)NC2CCN(c3c(Cc4ccccc4)c(C)nc4ncnn34)CC2)cc1OC (stereo not drawn),-1,5
COc1ccc(-c2ccc([C@@H]3[C@@H](CO)N4C(=O)CNC[C@@H]34)cc2)cc1,-5,-2
O=C(O)C[C@H]1C=C[C@@H](NC(=O)CCN2CCCCC2)[C@@H](CO)O1,-7,-7
O=C(Cc1cccnc1)N1CC(=O)N2[C@H](C1)[C@@H](c1ccc(C#CC3CCCC3)cc1)[C@@H]2CO,-4,-2
COc1cc(/C=C2/C(=O)ON=C2C)ccc1OCc1cccc(F)c1,-1,-11

Bioassay records from PubChem.

This is a subset (hit frequency here may not be typical).
